# Assay outcomes: PubChem, Sanford-Burnham Center for Chemical Genomics
# mIAP act: mouse IAP activation; 330,000 tested, 0.24% active; activation factor at 10 µM; muIAP, CDP-Star luminescence, 30 min; active compounds read high; 1 = vehicle-only enzyme signal, 0 = enzyme-free wells;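 active = activation factor of at least 2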; note: the source names both 10 and 20 µM as test concentration; values of inactives mirror those of a sister screen read the other way
#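 Assay system: mouse IAP enzyme / Compound: DMSO-dissolved test compounds / Timing: 30 min, room temperature / Measured by: luminescence from enzymatic CDP-Star hydrolysis / Control set: DMSO-only wells, enzyme-free buffer wells as negative control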
# PfG6PD inh: PfG6PD (Plasmodium falciparum) enzyme inhibition. 350,000 tested, 0.78% active. inhibition, % at 20 µM. PfGluPho enzyme, NADPH resazurin-diaphorase fluorescence;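 active = inhibition reaching at least a set limit at 20 µM in the primary screen, cut at about 59% in these data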;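 note: 0% = DMSO wells with substrate and 100% = DMSO wells lacking glucose-6-phosphate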
# hIAP activ: human IAP activation; P09923; purified human IAP, CDP-Star luminescence, 30 min; active compounds read high; 1 = vehicle-only enzyme, 0 = enzyme-free background; activation factor at 10 µM; 330,000 tested, 0.16% active;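 active = activation factor of the enzyme at least 2-fold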; note: the source names both 10 and 20 µM as test concentration; values of inactives mirror those of a sister screen read the other way
# Target sequence (P09923 whole entry, looked up): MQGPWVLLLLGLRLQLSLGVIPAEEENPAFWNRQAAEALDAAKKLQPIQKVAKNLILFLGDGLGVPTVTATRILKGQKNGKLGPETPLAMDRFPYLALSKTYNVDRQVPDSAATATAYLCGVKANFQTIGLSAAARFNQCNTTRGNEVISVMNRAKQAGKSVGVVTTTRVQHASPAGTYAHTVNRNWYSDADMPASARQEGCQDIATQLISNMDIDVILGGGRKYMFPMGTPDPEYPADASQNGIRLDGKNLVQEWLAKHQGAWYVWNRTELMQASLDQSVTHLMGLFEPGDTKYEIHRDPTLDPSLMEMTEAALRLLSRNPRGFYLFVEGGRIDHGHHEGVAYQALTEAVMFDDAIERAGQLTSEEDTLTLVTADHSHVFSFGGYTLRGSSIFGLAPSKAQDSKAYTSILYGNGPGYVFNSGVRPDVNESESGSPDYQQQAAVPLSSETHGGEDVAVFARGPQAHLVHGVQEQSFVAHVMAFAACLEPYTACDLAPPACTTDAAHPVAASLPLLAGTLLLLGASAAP
# ATG4B inhibitor: ATG4B (human) cysteine protease inhibition. inhibition, % at 8.33 µM. Q9Y4P1. 340,000 tested, 0.51% active. AID 504462. ATG4B cleavage of LC3-PLA2, NBD-HPC fluorescence, 1 h; in the data active = inhibition above about 40%
# Target sequence (Q9Y4P1 whole entry, looked up): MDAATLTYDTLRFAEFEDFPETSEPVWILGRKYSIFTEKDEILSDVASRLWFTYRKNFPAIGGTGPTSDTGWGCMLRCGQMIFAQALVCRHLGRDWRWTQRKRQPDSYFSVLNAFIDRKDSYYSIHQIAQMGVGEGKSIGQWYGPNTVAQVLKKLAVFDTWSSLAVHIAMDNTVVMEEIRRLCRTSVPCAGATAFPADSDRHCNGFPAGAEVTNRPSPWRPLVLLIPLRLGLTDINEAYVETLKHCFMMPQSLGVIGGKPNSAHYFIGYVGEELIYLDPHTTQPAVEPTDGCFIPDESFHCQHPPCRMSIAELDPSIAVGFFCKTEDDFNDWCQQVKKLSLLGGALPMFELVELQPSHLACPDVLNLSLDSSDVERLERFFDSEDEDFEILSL
# HKDC1 inh: inhibitors of human hexokinase HKDC1 | AID 493160 | 340,000 tested, 0.16% active | inhibition, % at 20 µM | recombinant HKDC1, G6PDH/diaphorase resazurin coupled fluorescence;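 active = inhibition above about 35% when tested at 20 µM, limit read from the data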;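 note: plate controls were DMSO wells with enzyme for no effect and DMSO wells lacking enzyme for full effect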
#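 Test system: HK5 enzyme. Quantity: 5 µg/mL HK5 final. Reagent: glucose and ATP substrates. Schedule: 90 min reaction incubation at room temperature, dark. Technique: resazurin-to-resorufin fluorescence via G6PDH and diaphorase coupling, 525/613 nm. Control set: DMSO wells with and without enzyme mix.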
# hIAP inh: human IAP inhibition; 330,000 tested, 0.12% active; purified IAP, CDP-Star luminescence, 30 min; P09923; inhibition, % at 10 µM;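 active = inhibition reaching a set limit with compound at 10 µM in the primary screen, cut at about 35% in these data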;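 note: plate controls were DMSO wells with enzyme for no effect and no-enzyme buffer wells for full effect; values of inactives mirror those of a sister screen read the other way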
# mIAP block: mouse IAP inhibition; purified mouse IAP, CDP-Star luminescence, 30 min; inhibition, % at 10 µM; 330,000 tested, 0.2% active; AID 2806;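 active = inhibition of at least 40% at 10 µM in the primary screen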;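 note: plate controls were DMSO with enzyme for no effect and no enzyme wells for full effect; values of inactives mirror those of a sister screen read the other way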
# APOBEC3A inh: inhibitors of human APOBEC3A DNA deaminase | P31941 | recombinant A3A, FAM/TAMRA ssDNA deamination fluorescence | inhibition, % at 20 µM | 330,000 tested, 0.41% active;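 active = at least 40% inhibition at 20 µM here, with at most 30% in a related deaminase screen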;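 note: plate controls were A3A with DMSO for no effect and wells lacking A3A enzyme for full effect; some results filed as inactive read as strong as hits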
# Target sequence (P31941 whole entry, looked up): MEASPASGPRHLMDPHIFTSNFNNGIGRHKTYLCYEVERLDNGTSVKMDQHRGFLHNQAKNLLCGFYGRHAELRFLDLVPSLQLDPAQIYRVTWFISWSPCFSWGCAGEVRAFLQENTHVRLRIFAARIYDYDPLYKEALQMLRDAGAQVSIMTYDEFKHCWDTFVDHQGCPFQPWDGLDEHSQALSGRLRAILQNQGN
# Numbers without * were called inactive; · = no result given. Not a hit list. Share with any hit: about 2.4%.
1: O=C(NCCCN1CCCC1=O)C1CCN(S(=O)(=O)c2ccc(F)cc2)CC1
2: COC(=O)c1ccc(COc2cccc3c2OC(C)(C)C3)cc1
3: COc1cccc(Nc2cc(C)c3ccccc3n2)c1
4: O=[N+]([O-])c1cccnc1NCCNc1ncc(C(F)(F)F)cc1Cl
5: Cc1ccc(NC(=O)Cn2cc([N+](=O)[O-])nc2C)cc1C
6: CC(NC(=O)C1CCCN(C(=O)c2ccc(Cl)cc2)C1)c1cccc(C(F)(F)F)c1 (stereo not given)
7: Cn1cnc2cc(NC(=O)c3ccco3)ccc21
8: CC(=O)Nc1ccc(CN2CCCCCCC2)cc1
assay / compound	1	2	3	4	5	6	7	8
mIAP act	1	1	1.1	0.73	0.96	1.2	1	0.95
PfG6PD inh	5	7	61*	27	-12	-5	-4	-16
hIAP activ	0.97	1	1.1	1.2	1.1	1.1	1.2	1.1
ATG4B inhibitor	0	-3	-6	-3	4	5	-14	0
HKDC1 inh	-5	-1	-2	1	-7	-4	5	-12
hIAP inh	3	-4	-10	-20	-12	-8	-19	-5
mIAP block	0	0	-7	27	4	-22	-4	5
APOBEC3A inh	-6	-3	-3	2	-3	-3	-3	-3

# Of the compounds above, these contain a CF3 group.
4: O=[N+]([O-])c1cccnc1NCCNc1ncc(C(F)(F)F)cc1Cl
6: CC(NC(=O)C1CCCN(C(=O)c2ccc(Cl)cc2)C1)c1cccc(C(F)(F)F)c1 (stereo not given)
assay / compound	4	6
mIAP act	0.73	1.2
PfG6PD inh	27	-5
hIAP activ	1.2	1.1
ATG4B inhibitor	-3	5
HKDC1 inh	1	-4
hIAP inh	-20	-8
mIAP block	27	-22
APOBEC3A inh	2	-3

# Other records.
9: CCCOc1ccc(N2C(=O)CC(N(CCC)C(=O)CCC(=O)O)C2=O)cc1 (stereo not given)
10: C#CC(CC)(CC)NC(=O)c1nn(-c2ccccc2Cl)c(C)cc1=O
11: O=C(O)Cc1ccc(NC(=O)C2CCCCC2C(=O)O)cc1 (stereo not given)
12: Cc1ccc(Nc2nnc(SCC(=O)Nc3ncc(C(F)(F)F)cc3Cl)s2)cc1
13: c1ccc(CSc2nnc3ccc(-c4ccco4)nn23)nc1
14: CCc1ccc(NC(=O)N(CCCN2CCOCC2)Cc2cccs2)cc1
15: COCC(C)n1c(COc2ccccc2F)nnc1SCC(=O)Nc1oc(C)c2c(C)n[nH]c(=O)c12 (stereo not given)
16: CC(C)(C)NC(=O)CN(C(=O)CNS(=O)(=O)c1ccc(Cl)cc1)c1ccc2c(c1)OCCO2
assay / compound	9	10	11	12	13	14	15	16
mIAP act	1.1	1	1	0.87	0.98	0.96	1.1	1
PfG6PD inh	-8	0	17	-13	-13	0	30	-5
hIAP activ	1.1	1.1	1	1	0.94	0.98	0.86	0.82
ATG4B inhibitor	4	-4	-1	-8	2	14	0	-9
HKDC1 inh	-5	-8	-2	8	-8	-4	3	-5
hIAP inh	-12	-9	-2	-4	6	2	14	18
mIAP block	-12	0	-2	13	2	4	-6	-2
APOBEC3A inh	-3	1	-1	3	5	-8	6	0

# Individual results from the entries so far:
# HKDC1 inh, entry 12 is entered as 8
# PfG6PD inh, entry 9 is entered as -8
# PfG6PD inh, entry 16 is entered as -5
# hIAP activ, entry 11 is entered as 1

# (listing goes on)
17: CCCN(Cc1nnc(-c2cccs2)o1)C(=O)c1cccc(S(=O)(=O)N2CCOCC2)c1
18: Cc1cc(C)c(NC(=O)/C(C#N)=C/c2ccc(OCc3ccc(F)cc3)cc2)c(C)c1
19: Cc1cc(C(=O)COC(=O)c2ccc(O)cc2)c(C)n1Cc1ccco1
20: COc1ccc(CNC(=O)c2csc(Cc3ccc(Cl)cc3)n2)cc1
21: COc1ccc2cc(C(=O)C3CCCN(C(=O)c4snnc4C)C3)ccc2c1 (stereo not given)
22: NC(=O)c1ccsc1NC(=O)c1ccc([N+](=O)[O-])o1
23: CCC(=O)N1CCc2cc(S(=O)(=O)NCCC(=O)N3CC=C(c4ccccc4)CC3)ccc21
24: O=C(CCC(=O)c1cccs1)NNC(=O)c1cccc(Cl)c1
assay / compound	17	18	19	20	21	22	23	24
mIAP act	1	0.83	1	1	0.97	0.76	0.98	1
PfG6PD inh	-5	-14	-11	6	16	15	·	-5
hIAP activ	1.1	0.99	0.92	1.3	0.95	1	1.1	1.1
ATG4B inhibitor	-14	5	-8	-1	-12	-13	·	-4
HKDC1 inh	-2	-6	-3	-5	3	3	·	-4
hIAP inh	-12	1	8	-26	5	0	-12	-9
mIAP block	-4	17	-3	0	3	24	2	-2
APOBEC3A inh	-2	2	-1	0	2	-3	-2	-1

# Whole records from above. Order of values: mIAP act | PfG6PD inh | hIAP activ | ATG4B inhibitor | HKDC1 inh | hIAP inh | mIAP block | APOBEC3A inh
# CCCN(Cc1nnc(-c2cccs2)o1)C(=O)c1cccc(S(=O)(=O)N2CCOCC2)c1 in the list: 1 | -5 | 1.1 | -14 | -2 | -12 | -4 | -2
# Cc1cc(C)c(NC(=O)/C(C#N)=C/c2ccc(OCc3ccc(F)cc3)cc2)c(C)c1 in the list: 0.83 | -14 | 0.99 | 5 | -6 | 1 | 17 | 2
# Cc1cc(C(=O)COC(=O)c2ccc(O)cc2)c(C)n1Cc1ccco1 in the list: 1 | -11 | 0.92 | -8 | -3 | 8 | -3 | -1

# Additional compounds
25: O=C(Nc1cccc2ccccc12)c1cnccn1
26: COc1ccc(S(=O)(=O)N(CC(C)C)CC(C)C)c2cccnc12
27: O=C(CSc1nnc2ccc(-c3ccccn3)nn12)NCCc1ccccc1
28: C=CCn1c(Cc2ccccc2)nc2c(cnn2-c2ccccc2)c1=O
29: CCCCC1(CCCC)NC(=S)N(Nc2ccc(C)cc2)C1=O
30: COc1ccccc1-n1c(CNC(=O)c2ccco2)nnc1SCC(=O)Nc1nccs1
31: CC(=O)Nc1ccc(NC(=O)COC(=O)Cc2c[nH]c3ccccc23)cc1
32: CCc1n[nH]c(=S)n1/N=C/c1ccccn1
assay / compound	25	26	27	28	29	30	31	32
mIAP act	0.88	0.9	1	0.94	1	0.99	1	1.1
PfG6PD inh	-1	9	-15	-14	23	-6	0	11
hIAP activ	0.95	1	1	0.94	0.92	0.83	1.1	1
ATG4B inhibitor	2	-8	13	-5	-15	-7	-6	-6
HKDC1 inh	0	-3	2	2	6	2	-8	-4
hIAP inh	5	0	-4	6	8	17	-10	-3
mIAP block	12	10	-1	6	-4	1	-4	-6
APOBEC3A inh	-4	-1	1	-5	2	-4	2	-10

33: Cn1c(COc2ccc(F)cc2)nc2ccccc21
34: CCOC(=O)C1(C)NC(c2ccco2)C2C(=O)N(CC)C(=O)C21 (stereo not given)
35: Nc1ncnc(NCc2ccccc2)c1[N+](=O)[O-]
36: Cc1ccc(C(=O)NC(C)c2ccc(-n3ccnc3)cc2)o1 (stereo not given)
37: COc1ccc2[nH]c(C)c(CCN(Cc3cccs3)C(=S)Nc3ccc(F)cc3)c2c1
38: CCCCN1CC[C@@H]2C=CC[C@H](C(=O)OC)[C@@H]2C1=O
39: CC1=C(C(=O)OCc2ccccc2)C(c2cccc([N+](=O)[O-])c2)NC(=O)N1 (stereo not given)
40: Cc1cc(C)c(S(=O)(=O)Nn2cnnc2)c(C)c1
assay / compound	33	34	35	36	37	38	39	40
mIAP act	1	0.94	1	1	0.72	0.96	0.91	0.93
PfG6PD inh	4	14	-5	1	18	-3	21	-25
hIAP activ	0.98	1.1	0.96	1.3	0.97	·	0.96	1
ATG4B inhibitor	-4	-1	2	0	-15	-6	2	0
HKDC1 inh	-8	2	-5	-4	5	19	-6	-5
hIAP inh	2	-5	4	-30	3	·	4	-2
mIAP block	-5	6	-1	-3	28	4	9	7
APOBEC3A inh	4	4	-1	-1	-5	4	-1	1

41: Cc1cccc(-n2c(SCC(N)=O)nc3c(c2=O)C2(CCCCC2)Cc2ccccc2-3)c1
42: CCCNS(=O)(=O)c1ccc(-n2cnnn2)c(OC)c1
43: Cc1ccc(OCC(=O)Nc2ccccc2Sc2ccc(Cl)cc2)c([N+](=O)[O-])n1
44: CCN1C(=O)C(=O)N(CC(=O)N(C)CC(=O)Nc2ccccc2C(F)(F)F)C1=O
45: CCCOCC1CC2(SC(=Nc3ccc(C)cc3)NC2=O)C(=O)O1 (stereo not given)
46: COC(=O)c1nnn(-c2ccc(F)c(Cl)c2)c1C(=O)OC
47: CCCCCCn1c(CN2CCN(CCO)CC2)nc2c1c(=O)n(C)c(=O)n2C
48: O=C(COc1ccc(S(=O)(=O)N2CCOCC2)cc1)NC1CC1
assay / compound	41	42	43	44	45	46	47	48
mIAP act	0.96	1	0.8	0.99	1.1	0.95	0.97	1.1
PfG6PD inh	-10	-16	99*	7	-5	-24	-16	-1
hIAP activ	0.87	1.1	0.99	0.98	0.96	1	0.71	1.1
ATG4B inhibitor	0	-10	11	-5	-4	3	-13	-8
HKDC1 inh	0	-1	-1	-5	2	10	2	-10
hIAP inh	13	-6	1	2	4	-1	29	-7
mIAP block	4	-3	20	1	-7	5	3	-7
APOBEC3A inh	0	1	-2	-1	2	0	-4	-2

49: COc1nn(-c2nc(-c3ccccc3)cc(C(F)(F)F)n2)cc1[N+](=O)[O-]
50: Cc1nc(C(C)NC(=O)c2ccc(OC3CCN(Cc4ccccn4)CC3)cc2)c(C)s1 (stereo not given)
51: Cc1ccc2c(c1)N(CCCC(=O)NCCCN1CCCCC1)C(=O)CO2
52: NC(=O)c1nsc(C(=O)N(Cc2ccco2)C(C(=O)NCc2ccccc2)c2ccc(O)cc2)c1N (stereo not given)
53: CCc1ccc(-n2c(=S)sc3c(=O)n(-c4ccccc4)c(SCC(=O)O)nc32)cc1
54: CCC(CO)Oc1cc(NCc2ccc(Cl)cc2Cl)c2ncn(C(C)C)c2c1 (stereo not given)
55: COc1ccc(S(=O)(=O)NC(CC(=O)NCCc2ccc(OC)c(OC)c2)c2ccco2)cc1 (stereo not given)
56: C#CC(C)(C)NC(=O)c1cnc(-c2ccccc2)nc1-c1ccccc1
assay / compound	49	50	51	52	53	54	55	56
mIAP act	1	0.91	1.1	0.94	0.99	1	0.91	0.97
PfG6PD inh	-8	22	0	0	11	16	-20	2
hIAP activ	0.92	1	0.86	1.1	0.96	1.1	1.1	1
ATG4B inhibitor	1	-5	-10	-13	-6	19	1	0
HKDC1 inh	20	-4	-2	3	6	5	-2	0
hIAP inh	8	-2	14	-8	4	-10	-15	-2
mIAP block	-1	9	-8	6	1	-1	9	3
APOBEC3A inh	-5	-3	1	-3	-2	-3	-1	2

57: CCOC(=O)c1ccc2c(c1)n(CCO)c(C)[n+]2CC
58: CCc1nc(N2CCN(S(C)(=O)=O)CC2)c2c3c(sc2n1)CCCC3
59: CC(=O)NC1=C(N(C)C2CCS(=O)(=O)C2)C(=O)c2ccccc2C1=O (stereo not given)
60: CCN(CC)S(=O)(=O)c1cc(OC)c(C)cc1C
61: NC(=O)c1ccc(C(=O)N/N=C/c2cccc(Oc3ccccc3)c2)cc1
62: Cc1nc(SCc2cccc(Oc3ccccc3)c2)n[nH]1
63: CCc1ccccc1N(CC(=O)Nc1cccnc1)S(=O)(=O)c1ccccc1
64: Cc1ccc(NC(=O)CCN2C(=O)NC3(CCCC3)C2=O)cc1S(=O)(=O)N1CCOCC1
65: Cc1cc(C#N)c(SCC(N)=O)nc1-c1ccc(F)cc1
assay / compound	57	58	59	60	61	62	63	64	65
mIAP act	1.1	1	1.1	0.92	0.91	0.88	1.1	1	1.1
PfG6PD inh	27	16	97*	-12	5	-6	18	-7	46
hIAP activ	0.88	1.1	0.83	1.1	0.87	1.3	1.2	1.2	1.2
ATG4B inhibitor	-3	47*	2	-5	-5	-1	0	-13	0
HKDC1 inh	-5	0	39*	-6	5	9	-3	-3	-4
hIAP inh	12	-8	17	-14	13	-34	-23	-18	-18
mIAP block	-7	0	-6	8	9	12	-14	-3	-5
APOBEC3A inh	43*	-1	2	-3	-3	-18	-3	1	1
